CFTR F508del cor = correctors of CFTR F508del function in bronchial epithelial cells; CFBE cells, YFP halide quenching; stimulated with forskolin plus potentiator P3; % fluorescence drop versus neutral controls; activity (quench increase), % at 7.58 µM; 350,000 compounds, 0.36% hits;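 active = mean added fluorescence quench of at least 8% versus neutral control, with both replicates also reaching 8%; inconclusive = only one of the mean or replicate conditions met; inactive = mean below 8% and not both replicates reaching 8%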;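 note: cells transiently co-express mutant CFTR-F508del with the halide-sensitive YFP; corrector assay measuring rescue of mutant channel to the surface after 24 h compound exposure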
DENV2 CPE = DENV2-induced cell death inhibition; DENV2-infected cells, cytopathic effect rescue, plate reader; CPE inhibition, % at 9.99 µM; 350,000 compounds, 1.7% hits; AID 651640; in the data active = CPE inhibition above about 20%, passing the limit was not always enough; inconclusive = no clear call, values can overlap the other calls; tested in BHK-21 cells;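 note: 0% = median of neutral control wells and 100% = median of positive control wells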
EWS-Fli inh = inhibitors of EWS/Fli oncoprotein transcriptional activity. 350,000 compounds, 0.67% hits. inhibition, % at 12.6 µM. A673 NR0B1-luciferase reporter, viability-normalised. AID 651661;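 active = mean inhibition of at least 50% after viability correction, with every replicate also passing that limit; inconclusive = mean reaches 50% but only one of two replicates passes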;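 note: firefly luciferase signal divided by Alamar Blue viability fluorescence both relative to DMSO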
PAX8 inh HTS = PAX8 transcriptional activity inhibition; RMG-I TPO-luciferase reporter, SteadyGlo, 24 h; inhibition, % at 12.6 µM; 360,000 compounds, 1.2% hits; AID 652154;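 active = mean replicate inhibition at least 60% with every replicate also reaching 60%; inconclusive = only one of the two criteria is met; inactive = mean below 60% and not all replicates reaching 60%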;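 note: luciferase light reporting Pax8 driven TPO promoter activity; plate controls were median of neutral control wells for no effect and mitoxantrone controls for full effect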
FN deposit inh = fibronectin deposition inhibition; AH1F fibroblasts, Alexa488-fibronectin deposition fluorescence, overnight; inhibition, % at 12.6 µM; 350,000 compounds, 0.086% hits; AID 743247;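 active = mean inhibition across replicates of 30% or more, regardless of how many single replicates reach that level; inconclusive = mean under 30% yet at least half of replicates reach 30%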;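 note: positive control wells lacked labelled fibronectin entirely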
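material = AH1F fibroblast monolayer depositing Alexa488-labelled fibronectin into matrix | amount = 10000 AH1F cells/well | buffer or medium = DMEM plus 2% serum, read in PBS | incubation = 1 h cell adhesion before compound, then overnight fibronectin incubation | detection = fluorescence at 485 nm excitation, 525 nm emission | evaluation = percent inhibition as loss of matrix-bound fibronectin fluorescence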
miR122 inh = blocks miR-122 activity in Huh7 sensor cells; Huh7 miR-122 Renilla luciferase sensor, 48 h; neutral wells = 0, positive control = 100; activation (reporter increase), % at 12.5 µM; 340,000 compounds, 0.3% hits;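 active = mean replicate activation score at least 90 and every replicate individually at or above 90; inconclusive = only one of the two criteria met; inactive = neither criterion met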;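 note: higher luciferase means less miR-122 activity so hits act as miR-122 inhibitors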
GSIS activator = primary screen for activators of insulin secretion dependent on glucose, INS-1E cells, GLuc reporter luminescence; INS-1E GLuc reporter insulin secretion, 2-3 h; activation, % at 16.6 µM; 370,000 compounds, 0.61% hits; AID 743287;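 active = lowest replicate activation of at least 40%, so every replicate reaches that level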;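 note: 0% = median of neutral control wells and 100% = median of IBMX positive control wells; some compounds called inactive have numbers as strong as hits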
Numbers without * were called inactive; ? = inconclusive; . = not tested or not shown; [ ] = dose if it differs, or a comment. Not a hit list; any-hit rate near 3.9%.

SMILES	CFTR F508del cor	DENV2 CPE	EWS-Fli inh	PAX8 inh HTS	FN deposit inh	miR122 inh	GSIS activator
CC1(c2ccc(Cl)cc2Cl)NC(=O)N(CC(=O)Nc2ccc3[nH]c(=O)[nH]c3c2)C1=O (stereo not given)	1.0	-13	2	11	-2	.	1
COc1ccc(S(=O)(=O)Nc2ccc3c(c2)C(=O)N([C@@H](C)CO)C[C@H](C)[C@H](CN(C)C(=O)Cc2ccccc2)OCCCC[C@@H](C)O3)cc1	-0.6	12	2	-7	.	7[16.7 µM]	-17
CCOc1ccc(N2CC(C(=O)Nc3cccc(C)c3C)CC2=O)cc1 (stereo not given)	.	.	.	-8	-2	-2	.
CCOc1ccc(N2C(=O)CC(Sc3nc(C)cc(C)c3C#N)C2=O)cc1 (stereo not given)	-1.5	1	-6	.	.	.	-1
CCCOC(=O)C1=C(C)N(C)C(=O)NC1c1cc2c(cc1Br)OCO2 (stereo not given)	-1.8	2	13	9	5	.	7
COc1ccc(Cn2c(-c3ccco3)nc3c(c(=O)c4ccccc4n3C)c2=O)cc1	-0.1	3	-3	47	4	.	-7
Cc1cc(OCc2cc(C(=O)N3CCC(Oc4cccnc4)CC3)no2)cc(C)c1Cl	1.6	-8	.	15	.	-10	-53
CC(C)NC(=O)N(C)C[C@H]1Oc2ccc(NC(=O)CCN3CCOCC3)cc2C(=O)N([C@H](C)CO)C[C@H]1C	-0.5	5	-12	6	.	-11[16.7 µM]	-5
CCOC(=O)c1ccc(N2C(=O)[C@@H](c3ccccc3)[C@H]2c2ccccc2)cc1	1.9	?	-111	-4	-6	-4	-9
CCNc1nc(OC)nc(N2CCC(Cc3ccccc3)CC2)n1	1.0	-11	10	48	7	-1	-3
CC(C)c1ccc(NC2CCCN(C(=O)CC3CCCC3)C2)cc1 (stereo not given)	-2.1	5	.	5	6	8	-25
CCc1cc(C(=O)c2ccc(C)cc2)c(NC(=O)CCl)s1	.	-1	-6	-16	5	.	-33
COc1ccccc1C(=O)NCCC(=O)N1CCN(c2ccccc2Cl)CC1	1.1	9	0	-13	-6	0	19
CCN(CC)S(=O)(=O)c1ccc(C(=O)/C=C/c2ccc(-c3ccc([N+](=O)[O-])cc3)o2)cc1	0.1	1	5	10	9	-9	38
CC1CCCCN1C(=O)COC(=O)c1cc([N+](=O)[O-])ccc1N1CCOCC1 (stereo not given)	0.5	13	-4	-1	-6	.	5
CCN(C(=O)c1ccc(S(=O)(=O)N(C)C)cc1)C(C)C(=O)Nc1ccc(C)cc1 (stereo not given)	-0.9	13	1	-3	-3	0	-6
CN(C)CC1C2CCC(C2)C1O (stereo not given)	-3.3	-11	-5	11	12	-2	2
O=C(NNC(=O)c1ccccc1OCc1ccccc1)c1ccccc1O	-1.2	-10	.	14	.	-1	28
O=C(O)C1CC=CCC1C(=O)Nc1ccc2c(c1)CCC2 (stereo not given)	-3.0	-6	3	-22	-2	5	-16
COc1ccc(NC(=O)N(C)C[C@H]2OCCCC[C@@H](C)Oc3ccc(NC(=O)C4CCCCC4)cc3C(=O)N([C@@H](C)CO)C[C@H]2C)cc1	-4.9	-5	-1	.	.	0[16.7 µM]	-10
COc1cccc(-c2ccccc2C2=CC(=O)CC(C)(C)C2=O)c1	4.8	-5	-12	5	.	-3	-13
CCC1=NN(C(=O)CCc2ccccc2O)C(O)(C(F)(F)F)C1 (stereo not given)	.	.	.	-15	3	-5	17
Cc1ccc(-c2ccc([C@@H]3[C@H](CO)N4CCCCN(S(=O)(=O)c5cccc(C)c5)C[C@@H]34)cc2)cc1	-2.3	0	-9	5	.	3[16.7 µM]	.
CN1CCN(C(=O)C[C@H]2CC[C@@H]3[C@@H](COc4ccc(NC(=O)C5CCCCC5)cc4C(=O)N3C)O2)CC1	1.6	18	-4	8	-3	-2[16.7 µM]	4
COC(=O)c1ccc(NC(=O)c2ccc(NC(=O)c3ccco3)cc2)cc1	0.9	-3	.	14	.	.	19
Next structures follow.
SMILES	CFTR F508del cor	DENV2 CPE	EWS-Fli inh	PAX8 inh HTS	FN deposit inh	miR122 inh	GSIS activator
O=S(=O)(N[C@@H]1CC[C@H](CCn2cc(C3CC3)nn2)O[C@@H]1CO)c1ccc(F)cc1	-0.2	10	8	-9	.	-11[16.7 µM]	11
CCc1nc(N2CCCCC2C)c2oc3ccccc3c2n1 (stereo not given)	.	.	.	.	-3	10	70
Cc1ccc(CSC2=NCCN2S(=O)(=O)c2ccccc2)cc1	-1.0	0	14	-18	7	.	-11
CCCC#Cc1cnc2c(c1)C(=O)N([C@@H](C)CO)C[C@@H](C)[C@H](CN(C)C(=O)Nc1cccc(F)c1)O2	3.8	-3	3	-6	-1	-1[16.7 µM]	-19
CCC(=O)N1CC2(C1)[C@@H](c1ccccc1)[C@H](CO)N2C(=O)c1cccnc1	-5.7	72*	5	-16	.	.	13
COCC#Cc1cnc2c(c1)C(=O)N([C@H](C)CO)C[C@H](C)[C@@H](CN(C)C(=O)CCN1CCCCC1)O2	-0.8	4	-7	.	.	-3[16.7 µM]	1
C[C@@H]1CCCCO[C@@H](CN(C)C(=O)Nc2ccc(F)cc2)[C@@H](C)CN([C@@H](C)CO)C(=O)c2cc(NC(=O)Nc3ccc(F)cc3)ccc2O1	2.4	-17	0	4	6	-2[16.7 µM]	-27
COC(=O)c1sccc1NC(=O)c1ccc2c(c1)OCO2	3.3	-1	-33	.	.	5	14
CCc1ccc(-n2c(SCC(=O)Nc3cccc(S(=O)(=O)NC4=NCCCCC4)c3)nc3ccccc3c2=O)cc1	.	10	10	-4	10	.	36
COc1ccc(CN(C(=O)/C=C/c2ccco2)C2CCS(=O)(=O)C2)cc1OC (stereo not given)	-0.3	11	8	5	-2	-3	2
COc1ccc2c3c(n(C)c2c1)[C@@H](CO)N(CC1CCCC1)CC31CCN(C(=O)Nc2ccccc2)CC1	1.9	-11	17	.	.	.	-13
COc1ccccc1N(Cc1ccccc1)S(=O)(=O)c1cc(C(=O)O)ccc1Cl	0.9	6	6	36	.	-4	23
Cc1cc2c(cc1C)-c1c(ssc1=Nc1ccc(S(N)(=O)=O)cc1)C(C)(C)N2	3.0	4	15	16	-9	.	5
COc1ccc(OC(=O)c2c(C)nn(-c3ccccc3)c2C)cc1	-2.0	9	-11	-99	-1	-8	-3
COc1cccc(C2c3[nH]c4ccccc4c3CCN2Cc2ncc[nH]2)c1 (stereo not given)	0.3	9	3	2	7	6	0
O=C(NCc1cccnc1)c1cc(C2CCCCN2C(=O)CCCc2ccccc2)on1 (stereo not given)	12*	3	-3	13	-7	1	18
O=C(N[C@@H]1C=C[C@@H](CC(=O)N2CCOCC2)O[C@H]1CO)c1ccccn1	0.1	-8	0	14	15	.	6
CSCC[C@@H](C(=O)O)N1Cc2ccccc2C1=O	4.4	8	-8	9	1	.	-8
Cc1occc1-c1nnc(SCC(=O)Nc2ccccc2)n1Cc1ccccc1	.	5	.	.	.	6	-21
O=C(/C=C/C(=O)N1CCc2ccccc2C1)N1CCc2ccccc2C1	-3.2	1	-3	11	-2	.	-21
Cc1cc(C(=O)NCC(=O)OCC(=O)N(C2CCCCC2)C2CCCCC2)ccc1[N+](=O)[O-]	.	.	.	10	-7	.	-36
C/C=C/c1ccc([C@@H]2[C@@H](CO)N(C(=O)CN(C)C)C23CN(C(=O)C2CCCCC2)C3)cc1	-2.3	8	-2	7	.	.	11
Cc1ccc(S(=O)(=O)N(C)C[C@H]2OCCCC[C@@H](C)Oc3ccc(NS(=O)(=O)c4ccccc4)cc3C(=O)N([C@H](C)CO)C[C@H]2C)cc1	-0.2	-3	8	27	8	4[16.7 µM]	-16
S=C(Nc1ccc2c(c1)OCCO2)Nc1ccc2c(c1)OCO2	4.0	9	-79	-109	-12	.	17
COc1cc(O)c(C(CC(=O)N2CCCC2)c2cc(OC)c(OC)c(OC)c2)c(OC)c1 (stereo not given)	-1.2	13	2	-13	-2	-2	-16
More records follow.
SMILES	CFTR F508del cor	DENV2 CPE	EWS-Fli inh	PAX8 inh HTS	FN deposit inh	miR122 inh	GSIS activator
COc1cccc(C(=O)NC2CCCc3c2cnn3-c2ccc(C)c(C)c2)c1OC (stereo not given)	-1.0	5	-2	6	11	-5	-40
COc1cc(OC)cc(-c2c(-c3cccs3)c3cc(-c4ccc5cc[nH]c5c4)ccc3n2C)c1	-0.5	2	5	27	-5	.	1
CC(=O)Nc1ccccc1C(=O)C(=O)Nc1cccc(F)c1	.	.	.	-39	-10	-2	6
O=C(CC1C(=O)NCCN1Cc1ccc(F)cc1)NCCN1CCCc2ccccc21 (stereo not given)	-3.7	13	11	19	-3	.	0
Cc1ccc(OCc2ccc(C(=O)Nc3nccs3)o2)cc1C	.	.	.	-109	-10	0	.
Cc1nn(-c2ccc(N3CCOCC3)nn2)c(C)c1CCC(=O)NCc1ccc(F)cc1	-1.6	-7	-6	7	7	5	1
Cc1cc(NCCN2CCOCC2)n2c(nc3ccccc32)c1C#N	.	.	.	-20	3	1	.
O=C(COc1coc(CN2CCN(c3ccccc3)CC2)cc1=O)N1CCc2ccccc21	-0.2	-10	-3	13	5	.	1
Cc1cc([N+](=O)[O-])nn1Cc1ccc(C(=O)N/N=C/c2ccc(O)cc2O)cc1	.	.	.	63*	1	-1	-4
Cc1nn(-c2ccccc2)c(N2CCCC2)c1C=O	0.7	0	-20	-16	3	-4	49
COC(=O)C[C@@H]1CC[C@@H]2[C@H](COc3ccc(NC(=O)c4cccc(OC)c4)cc3C(=O)N2C)O1	-1.5	?	49	-8	-22	-6[16.7 µM]	8
COC(=O)c1cccc(C(=O)N2CCCC(CNC(=O)c3ccccc3Cl)C2)c1 (stereo not given)	0.3	7	-16	-24	8	-2	8
C[C@H](CO)N1C[C@H](C)[C@@H](CN(C)C(=O)Oc2ccccc2)OCc2ccccc2-c2ccccc2C1=O	0.9	-2	-7	.	-2	.	-21
CCN(CC(=O)Nc1ccccc1C(F)(F)F)C(=O)c1ccccc1SCC(=O)N1CCCC1	1.8	11	-3	-4	7	4	17

Whole records from above. Order of screens: CFTR F508del cor | DENV2 CPE | EWS-Fli inh | PAX8 inh HTS | FN deposit inh | miR122 inh | GSIS activator
Cc1ccc(OCc2ccc(C(=O)Nc3nccs3)o2)cc1C in the list: . | . | . | -109 | -10 | 0 | .
C[C@H](CO)N1C[C@H](C)[C@@H](CN(C)C(=O)Oc2ccccc2)OCc2ccccc2-c2ccccc2C1=O in the list: 0.9 | -2 | -7 | . | -2 | . | -21

CFTR F508del cor, entries above that show a hit
| compound | CFTR F508del cor | miR122 inh | GSIS activator |
| --- | --- | --- | --- |
| O=C(NCc1cccnc1)c1cc(C2CCCCN2C(=O)CCCc2ccccc2)on1 (stereo not given) | 12* | 1 | 18 |

Sorted by the number under miR122 inh (smallest number first): seven of the compounds above
molecule | CFTR F508del cor | miR122 inh | GSIS activator
Cc1nn(-c2ccccc2)c(N2CCCC2)c1C=O | 0.7 | -4 | 49
COC(=O)c1cccc(C(=O)N2CCCC(CNC(=O)c3ccccc3Cl)C2)c1 (stereo not given) | 0.3 | -2 | 8
Cc1cc([N+](=O)[O-])nn1Cc1ccc(C(=O)N/N=C/c2ccc(O)cc2O)cc1 | . | -1 | -4
Cc1ccc(OCc2ccc(C(=O)Nc3nccs3)o2)cc1C | . | 0 | .
Cc1cc(NCCN2CCOCC2)n2c(nc3ccccc32)c1C#N | . | 1 | .
CCN(CC(=O)Nc1ccccc1C(F)(F)F)C(=O)c1ccccc1SCC(=O)N1CCCC1 | 1.8 | 4 | 17
Cc1nn(-c2ccc(N3CCOCC3)nn2)c(C)c1CCC(=O)NCc1ccc(F)cc1 | -1.6 | 5 | 1

Bioassay records (PubChem BioAssay)
